Her2 expr inh: Her2 kinase expression inhibition; HER2 level % of control, % at 10 µM; P04626; SKBR-3 HER2 protein level, AlphaScreen, 18-24 h; active compounds read low; actives 0.69% (n = 65,000); AID 645;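 active means HER2 level under 5% of the carrier-only control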;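 further: 100% = DMSO carrier and 0% = 500 nM PU-H71 HSP90 inhibitor; lower value means stronger loss of Her2 protein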
A340 absorber: compound absorbs light at 340 nm | fold change at 10 µM | AID 708 | 65,000 tested, under 10 active | compound absorbance at 340 nm, fold over control;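 active means at 10 µM dose, initial 340 nm absorbance at least 2 fold that of control wells; inactive means change under 2 fold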;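 further: initial absorbance extrapolated from kinetic A340 decline of NADH oxidation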
Autofluor 339: intrinsic fluorescence of library compounds, ex339/em460 – biochemical, MLSMR library, data from DPM-DC assay, artefact control, profiling panel; compound autofluorescence, ex339/em460 nm, NADH buffer; active compounds read high; 1 = no-compound wells, NADH background; fluorescence fold increase at 10 µM; actives 5.5% (n = 65,000); AID 709;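 active means at 10 µM, mean starting fluorescence two-fold or more over control wells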;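 further: signal is the first read of a kinetic run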
Hsp90 block: displaces geldanamycin probe from tumor Hsp90 | P07900 | NCI-N417 lysate Hsp90, Cy3B-geldanamycin FP displacement | inhibition, % at 30 µM | actives 0.35% (n = 64,000);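 active means inhibition above 50%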;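 further: 0% = tracer plus lysate wells and 100% = tracer alone without lysate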
MKP-1 inh: blocks human MKP-1 phosphatase activity. P28562. AID 374. actives 0.15% (n = 65,000). inhibition, %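 (compounds tested at a single concentration somewhere between 10 and 100 µM)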. recombinant MKP-1, OMFP hydrolysis fluorescence;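 active means inhibition above about 50%, limit read from the data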;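 further: 0% = DMSO max control wells and 100% = wells with enzyme stopped by NaOH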
Target sequence (P28562 whole entry, looked up): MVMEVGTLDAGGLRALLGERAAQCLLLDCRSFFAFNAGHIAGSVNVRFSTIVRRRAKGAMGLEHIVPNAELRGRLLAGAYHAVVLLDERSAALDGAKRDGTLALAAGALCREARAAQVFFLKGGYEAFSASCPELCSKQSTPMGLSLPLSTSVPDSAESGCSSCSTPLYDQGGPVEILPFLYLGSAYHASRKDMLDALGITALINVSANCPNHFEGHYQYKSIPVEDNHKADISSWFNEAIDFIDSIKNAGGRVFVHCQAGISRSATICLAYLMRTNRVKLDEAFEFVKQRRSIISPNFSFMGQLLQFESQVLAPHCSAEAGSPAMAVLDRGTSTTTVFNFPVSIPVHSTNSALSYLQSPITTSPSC
ROCK2 blocker: inhibitors of human Rho kinase 2; inhibition, % at 6 µM; actives 0.35% (n = 60,000); purified ROCK2, Kinase-Glo ATP depletion luminescence;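 active means inhibition above the screen-wide mean inhibition plus 3 SD, cut at about 18% in these data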;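 further: plate controls were DMSO wells for no effect and Y-27632 control wells after no-enzyme background subtraction for full effect; many of its hits are not listed in these tables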
Cdc25B block: human M-phase inducer phosphatase 2 inhibition. P30305. recombinant Cdc25B, OMFP fluorescence Ex485/Em525. inhibition, %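 (compounds tested at 10 µM final in the well)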. actives 0.1% (n = 65,000). AID 368; in the data active means inhibition above about 50%
Target sequence (P30305 whole entry, looked up): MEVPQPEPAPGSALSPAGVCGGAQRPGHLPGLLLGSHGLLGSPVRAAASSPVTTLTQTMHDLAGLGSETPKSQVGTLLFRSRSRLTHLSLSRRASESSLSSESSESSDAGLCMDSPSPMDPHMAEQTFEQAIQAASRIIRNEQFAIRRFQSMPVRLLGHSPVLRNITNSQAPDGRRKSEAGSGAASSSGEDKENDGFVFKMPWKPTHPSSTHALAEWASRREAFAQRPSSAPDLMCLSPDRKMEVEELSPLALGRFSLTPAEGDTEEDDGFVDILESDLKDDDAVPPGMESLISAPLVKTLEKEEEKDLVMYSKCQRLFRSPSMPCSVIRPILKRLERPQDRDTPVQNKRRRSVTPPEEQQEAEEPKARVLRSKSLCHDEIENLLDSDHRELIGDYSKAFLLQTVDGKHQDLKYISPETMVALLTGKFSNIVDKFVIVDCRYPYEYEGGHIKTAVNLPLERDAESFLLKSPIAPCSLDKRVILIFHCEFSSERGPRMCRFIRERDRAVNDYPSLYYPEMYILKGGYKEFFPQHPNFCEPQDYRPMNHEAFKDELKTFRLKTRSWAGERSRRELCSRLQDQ
JNK3 inh: inhibitors of human JNK3 kinase; P53779; purified JNK3 kinase activity, HTS; inhibition, % at 8 µM; actives 0.61% (n = 60,000); AID 746; in the data active means inhibition above about 17%;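 further: 0% = DMSO and 100% = reference inhibitor; many of its hits are not listed in these tables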
PKA kinase inh: PKA (human) kinase inhibition | P17612 | PKA Kemptide phosphorylation, Kinase-Glo ATP luminescence | inhibition, % at 6 µM | actives 0.1% (n = 65,000);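 active means inhibition above the screen-wide mean inhibition plus 3 SD, cut at about 21% in these data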; further: many of its hits are not listed in these tables
Numbers without * were called inactive; · = not tested or not shown; & = joins results of further samples. Only part of the results is shown, so the mix of outcomes need not match the whole.

SMILES | Her2 expr inh | A340 absorber | Autofluor 339 | Hsp90 block | MKP-1 inh | ROCK2 blocker | Cdc25B block | JNK3 inh | PKA kinase inh
CN(C)Cc1c(C#N)c2ccccc2n1C | 104 | 0.97 | 1 | -1 | -22 | 0 | -16 | -2 | -6
Cn1c(=O)c2c(nc(CN3CCN(C(=O)c4ccco4)CC3)n2Cc2cccc(Cl)c2)n(C)c1=O | 120 | 1 | 1.1 | -1 | 35 | -2 | -4 | -3 | -6
Cc1ccc2[nH]c(=O)c(CN(CCN3CCOCC3)C(=O)Nc3ccccc3F)cc2c1 | 89 | 1 | 1.5 | 0 | 3 | 1 | 3 | 3 | 2
CS(=O)(=O)N1CCC(C(=O)NCCC2=CCCCC2)CC1 | 88 | 0.98 | 1.1 | -5 | 1 | 5 | -12 | -6 | 7
CCCc1cc(-c2n[nH]c(C)c2-c2ccc(C(=O)OCC)o2)c(O)cc1O | 53 | 1 | 1.2 | 32 | 27 | · | -11 | · | -1
COc1ccccc1S(=O)(=O)Cc1ccc(C(=O)NCCN2CCCCCC2)o1 | 63 | 0.99 | 1 | 0 | -10 | 1 | -4 | -13 | -7
CC(=O)C1=C(C)Nc2ncnn2C1c1ccccc1OCc1ccccc1 (stereo not drawn) | 99 | 1.1 | 1.1 | -2 | -1 | 10 | -13 | 3 | 9
COc1ccc2c(c1)CCCN2C(N)=O | 92 | 1.1 | 1.1 | -5 | 0 | 8 | -3 | -2 | 10
COc1ccc(CCC(=O)NC2=NCCS2)cc1OC | 89 | 1 | 0.98 | 1 | -8 | 4 | -16 | 3 | 9
c1ccc(-n2cnnc2SCc2cn3ccsc3n2)cc1 | 71 | 1 | 1.1 | -3 | -15 | -3 | 0 | -1 | -5
Cc1c(N=C2Nc3cccc4cccc2c34)c(=O)n(-c2ccccc2)n1C | 83 | 1 | 1.1 | 15 | 22 | 0 | 4 | 5 | -5
O/N=C/CCn1c(=S)sc2ccccc21 | 83 | 1.1 | 1.1 | 1 | 5 | 4 | -8 | -2 | -1
CCOc1cc(C(C#N)N2CCOCC2)ccc1OC (stereo not drawn) | 86 | 1 | 1.1 | 2 | -2 | 6 | -5 | 0 | 1
O=C(CSc1nnc(-c2ccco2)n1CC1CCCO1)NC1CCCC1 (stereo not drawn) | 78 | 0.99 | 1 | -4 | -10 | -5 | 17 | -1 | -13
CCOC(=O)c1cnn(-c2ncnc3c2cnn3Cc2ccccc2)c1N | 84 | 1 | 1 | -2 | -1 | 6 | -8 | -3 | 10
O=C(NC1=NCCS1)c1nc(-c2ccccc2)n(-c2ccccc2)n1 | 126 | 1 | 1 | -1 | 3 | 2 | -12 | -5 | 6
CCN(CC)C(=O)Cn1c(=O)n(-c2ccccc2)c(=O)n1CC(=O)N(CC)CC | 101 | 1 | 1.1 | -2 | -5 | -4 | -6 | -14 | -4
O=S(=O)(c1cccc(-c2cn3cc(Cl)ccc3n2)c1)N1CCOCC1 | 92 | 1.1 | 1.9 | -2 | -4 | 3 | 3 | -5 | 10
CCN1CCN(Cc2ccc(NC(=O)Nc3ccccc3OC)cc2)CC1 | 80 | 0.99 | 1 | 2 | -10 | 2 | 0 | -5 | -6
CCOC(=O)CC(=O)Nc1nnc(CC(C)C)s1 | 97 | 1 | 1.1 | -12 | -18 | 3 | 9 | -3 | 6
COc1cccc(C(=O)N2CCN(Cc3cccc(F)c3)CC2)c1 | 99 | 0.98 | 1.1 | -1 | -7 | 8 | -20 | -4 | 8
CN1CCN(Cc2nc3c(c(=O)n(C)c(=O)n3C)n2CCc2ccccc2)CC1 | 120 | 1 | 1.1 | 0 | 8 | 1 | -3 | -3 | -5
COc1ccc(CNC(=O)C2CCCN(c3nc4ccccc4o3)C2)c(OC)c1 (stereo not drawn) | 122 | 0.97 | 1 | -1 | 26 | 5 | -2 | 2 | 8
O=C(CSc1nnc(-c2ccc(Cl)cc2)o1)N1CCN(c2ccccc2)CC1 | 72 | 1 | 1.1 | -4 | 34 | 2 | 1 | -2 | 4
O=C1NC(c2ccccc2)C(C(=O)c2cccs2)C(O)(C(F)(F)F)N1 (stereo not drawn) | 74 | 1 | 1.1 | -3 | -36 | -7 | -3 | -3 | -12
COc1cc(OC)c(C2CC(=O)N3CN(C)CSC3=C2C#N)cc1OC (stereo not drawn) | 112 | 1.1 | 1.1 | -2 | 12 | 7 | -4 | 2 | 4
O=C(NC1CCCc2ccccc21)C1CCN(c2c3c(nc4ncnn24)CCC3)CC1 (stereo not drawn) | 58 | 1.1 | 4.7* | -1 | 11 | 1 | 0 | 4 | 2
O=C(Nc1ccc(S(=O)(=O)N2CCCCCC2)cc1)c1ccco1 | 86 | 0.98 | 1 | -1 | 10 | 1 | -11 | 4 | 9
CCOC(=O)CN(C)Cc1c[nH]c2ccccc12 | 95 | 1 | 1.1 | -5 | 11 | 2 | -8 | 4 | 8
CCCOc1nc2c(c(=O)n(C)c(=O)n2C)n1Cc1cccc2ccccc12 | 92 | 0.98 | 1.1 | · | 13 | · | -11 | · | -2

Four neighbouring records already listed, quoted:
SMILES | Her2 expr inh | A340 absorber | Autofluor 339 | Hsp90 block | MKP-1 inh | ROCK2 blocker | Cdc25B block | JNK3 inh | PKA kinase inh
O=C1NC(c2ccccc2)C(C(=O)c2cccs2)C(O)(C(F)(F)F)N1 (stereo not drawn) | 74 | 1 | 1.1 | -3 | -36 | -7 | -3 | -3 | -12
COc1cc(OC)c(C2CC(=O)N3CN(C)CSC3=C2C#N)cc1OC (stereo not drawn) | 112 | 1.1 | 1.1 | -2 | 12 | 7 | -4 | 2 | 4
O=C(NC1CCCc2ccccc21)C1CCN(c2c3c(nc4ncnn24)CCC3)CC1 (stereo not drawn) | 58 | 1.1 | 4.7* | -1 | 11 | 1 | 0 | 4 | 2
O=C(Nc1ccc(S(=O)(=O)N2CCCCCC2)cc1)c1ccco1 | 86 | 0.98 | 1 | -1 | 10 | 1 | -11 | 4 | 9

New compounds follow.
SMILES | Her2 expr inh | A340 absorber | Autofluor 339 | Hsp90 block | MKP-1 inh | ROCK2 blocker | Cdc25B block | JNK3 inh | PKA kinase inh
CCOc1ccc(-c2noc(CCC(N)=O)n2)cc1OCC | 67 | 1 | 1.1 | -2 | -11 | 9 | -4 | 4 | 2
CCCC(=O)Nc1cc(-c2nnc(OC)c3ccccc23)ccc1N1CCOCC1 | 95 | 1 | 1 | -5 | -6 | 9 | -1 | 6 | 10
Cc1ccc(S(=O)(=O)NCC(=O)NC2CCCC2)cc1 | 98 | 1 | 1.1 | -1 | 16 | 4 | -25 | -3 | 1
CCOC(=O)Cc1csc(NC(=O)Cc2cccs2)n1 | · | 1.1 | 1.1 | -8 | -1 | 1 | 5 | -4 | -3
COC(=O)c1cccc(S(=O)(=O)N2CCC(NC(=O)Nc3cccc(F)c3)CC2)c1 | 107 | 1 | 1.1 | -1 | -3 | 9 | -6 | 2 | 11
Cc1nc(C)n(CC(O)COc2ccc3c(c2)CCC3)n1 (stereo not drawn) | 89 | 0.98 | 1.1 | 32 | 3 | 9 | -1 | -5 | 6
Cc1cc(NC(NC(=O)c2ccco2)(C(F)(F)F)C(F)(F)F)no1 | 100 | 1 | 1.1 | -1 | -2 | 0 | 0 | 0 | -4
COc1cc(-c2nnc(SCc3ccccc3Cl)o2)cc(OC)c1OC | 79 | 0.97 | 1 | 2 | 8 | 6 | -21 | 1 | 8
COc1ccc(OC)c2[nH]c(=O)c(CCNC(=O)CC(C)C)cc12 | 88 | 1 | 1.1 | 0 | 0 | 5 | 1 | -2 | 7
CCOC(=O)CSCc1nc(-c2ccc(Cl)cc2)oc1C | 76 | 1 | 1.1 | 1 | -6 | -2 | -13 | 0 | 6
COC(=O)C(C)N(C#N)c1nc(C)nc(C)n1 (stereo not drawn) | 37 | 1 | 1.1 | -8 | 3 | 4 | -6 | -7 | -1
O=c1[nH]nc2n1CCCCC2 | 132 | 1 | 1.1 | -6 | -24 | 2 | -4 | 6 | 2
CC(C)(Oc1ccc(CCNC(=O)c2ccc(Cl)cc2)cc1)C(=O)O | 108 | 0.98 | 1 | -3 | -17 | 2 | 12 | 0 | 2
Cc1nc2ccc(NC(=O)N3CCOCC3)cc2s1 | 90 | 0.99 | 1.2 | -8 | 3 | 7 | -7 | 7 | 4
CCOCCCNC(=O)c1cn(CC(C)C)c(=O)c2cc(OC)c(OC)cc12 | 100 | 1.1 | 1.1 | -5 | 8 | 5 | -15 | 1 | 10
O=S(=O)(c1cccc2nsnc12)N1CCc2ccccc21 | 85 | 1 | 1 | -2 | -20 | 3 | -23 | -1 | 12
CC(C)OCCCNC(=O)Cn1ncc2c(=O)oc3ccccc3c21 | 78 | 1 | 1.1 | -1 | 2 | 5 | -11 | 3 | 6
CC1CCN(C(c2ccc(N(C)C)cc2)c2nnnn2Cc2ccc(F)cc2)CC1 (stereo not drawn) | 82 | 1 | 1.2 | -3 | -9 | -1 | 4 | -5 | 10
COC(=O)c1ccc(C(=O)OC)c(NC2=NS(=O)(=O)c3ccccc32)c1 | 90 | 1.1 | 1.3 | -6 | 4 | -4 | 1 | -5 | -7
CC(C)(C)c1nc(CN2CCCCC2)cc(CN2CCCCC2)c1O | 82 | 1 | 1.1 | -3 | 3 | -2 | -18 | 2 | -4
CCCC(c1nnnn1Cc1ccc(OC)cc1)N1CCC(C(N)=O)CC1 (stereo not drawn) | 114 | 0.97 | 1.1 | -2 | -6 | 6 | -16 | -7 | 9
NCCOc1ccccc1-c1ccccc1 | 94 | 1.1 | 1.1 | · | -3 | · | -15 | · | 6
OC1CN=C2CCCc3c2n(c2ccc(Cl)cc32)C1 (stereo not drawn) | 106 | 1.4 | 3.8* | -5 | 1 | 12 | -14 | -7 | 6
COc1ccc(-c2cn3c(C)c(C(=O)NC(C)C)sc3n2)cc1 | 126 | 1 | 1 | -2 | 2 | 4 | -17 | 4 | 6
CCn1c(SCC(=O)N2CCOCC2)nc2oc3c(Cl)cc(Cl)cc3c(=O)c2c1=O | -1.7* | 1.1 | 1.4 | -39 | 37 | 3 | -1 | -5 | 8
O=C(c1sc2ccccc2c1Cl)N(Cc1cccs1)C1CCS(=O)(=O)C1 (stereo not drawn) | 74 | 1 | 1.1 | -7 | 4 | 2 | -4 | 1 | 9
COC(=O)c1[nH]c2cc(OC)ccc2c1NC(=O)CCN1CCN(c2cccc(C)c2C)CC1 | 33 | 1.1 | 1.6 | 1 | 39 | 4 | 4 | -1 | -1
Brc1ccc(-c2nnc3sc(CN4CCC5(CC4)OCCO5)cn23)cc1 | 102 | 0.97 | 1 | -1 | 1 | 1 | 3 | 6 | 5
O=C(CN1C(=O)COc2ccccc21)N(Cc1ccccc1)Cc1ccccn1 | 90 | 1 | 0.99 | 2 | 0 | 16 | -14 | 0 | 7
CN1CCN2c3ccccc3Cc3ccccc3C2C1 (stereo not drawn) | 84 | 0.97 | 1 | -4&9 | 0 | -7 | 1 | -5 | -4
CCN(CC)S(=O)(=O)N1CCC(C(=O)NCc2ccc(C)cc2)CC1 | 103 | 1 | 1.1 | -4 | 19 | 6 | -12 | -4 | 6
O=C1CCC(C(=O)NC2(C(=O)NC3CCCCC3)CCCCC2)N1 (stereo not drawn) | 96 | 1 | 1.1 | · | 8 | · | -9 | · | 5
Cc1ccc(NC(=O)C2CCCN(S(=O)(=O)c3c(C)noc3C)C2)c(C)c1 (stereo not drawn) | 86 | 1 | 1.1 | -1 | 11 | 2 | 11 | 3 | 3
Cc1ccc2cc(CCNC(=O)C3CCCC3)c(=O)[nH]c2c1 | 85 | 1.1 | 1.2 | -3 | 8 | -2 | 4 | -8 | -8
O=C(COc1ncnc2ccccc12)N1CCOCC1 | 68 | 1 | 1.1 | 0 | 19 | -3 | 0 | -6 | 0
Cc1nc2nc(C)c(CCC(=O)NCc3ccc4c(c3)OCO4)c(C)n2n1 | 101 | 0.96 | 1 | 0 | 21 | 9 | 0 | 4 | 11
CCCN(CCC)S(=O)(=O)c1ccc(C(=O)Nc2nnc(-c3cccc(OC)c3)o2)cc1 | 72 | 1 | 2.1* | 1 | 13 | 2 | -3 | 4 | 5

Screening data: PubChem, several laboratories
